TrxR1 substrate – is turned over as a substrate by rat TrxR1 | O89049 | actives 0.01% (n = 390,000) | purified TrxR1 substrate turnover, NADPH consumption readout | Potency, µM (titrated, usually from 114 µM), inactives show at the highest dose activity change, negative = substrate turnover; also: % is scaled to controls: 0 for no effect and ±100 for the full control effect; nearly all actives have a fitted effect of over 50% in size
Target sequence (O89049 whole entry, looked up): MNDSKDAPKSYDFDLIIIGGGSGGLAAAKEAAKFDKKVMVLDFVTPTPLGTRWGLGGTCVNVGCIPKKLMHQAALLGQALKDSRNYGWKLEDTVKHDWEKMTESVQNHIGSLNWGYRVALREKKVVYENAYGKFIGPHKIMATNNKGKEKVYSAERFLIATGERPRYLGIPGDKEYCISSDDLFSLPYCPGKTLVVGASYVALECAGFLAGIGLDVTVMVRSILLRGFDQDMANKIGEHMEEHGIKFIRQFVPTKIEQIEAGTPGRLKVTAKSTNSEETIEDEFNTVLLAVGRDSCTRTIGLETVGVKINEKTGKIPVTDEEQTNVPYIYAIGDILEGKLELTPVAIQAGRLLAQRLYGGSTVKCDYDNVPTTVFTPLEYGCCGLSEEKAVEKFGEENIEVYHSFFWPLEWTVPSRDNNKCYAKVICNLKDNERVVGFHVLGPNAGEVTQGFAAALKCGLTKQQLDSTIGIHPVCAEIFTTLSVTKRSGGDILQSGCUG
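Rat TrxR1, dispensed at 90 nM, was prereduced with 400 uM NADPH (final) for 5 min at ~22 deg C, then incubated with compound 15 min before 400 uM selenite. A first-read NADPH fluorescence drop versus no-compound background flagged substrates.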
RGS4 inh – human RGS4 inhibition; P49798; AID 504845; Transcreener GDP fluorescence polarization, RGS4-accelerated GTP hydrolysis; Potency, µM (doses to about 114 µM), inactives show top-dose activity change, negative = inhibition, hits mostly inhibitors; actives 0.039% (n = 390,000); also: % is scaled to controls: 0 for no effect and ±100 for the full control effect; nearly all actives have a fitted effect of over 75% in size; some results filed as inactive show a strong effect at the top dose
Target sequence (P49798 whole entry, looked up): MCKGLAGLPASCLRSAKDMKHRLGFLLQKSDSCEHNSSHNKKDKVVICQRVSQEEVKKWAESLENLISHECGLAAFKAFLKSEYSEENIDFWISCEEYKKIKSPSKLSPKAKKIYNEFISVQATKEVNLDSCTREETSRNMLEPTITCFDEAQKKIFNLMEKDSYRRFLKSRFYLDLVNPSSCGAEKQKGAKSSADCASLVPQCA
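MLSMR compounds (23 nl, pin-transferred) preincubated 10 min at room temperature with a 500nM (2x) first reagent, then RGS4 at 900nM (2x) plus Transcreener GDP mix added; fluorescence polarization (620/688 nm) read before and after 90 min at 30 °C.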
rTrxR1 inhibitor – inhibitors of rat thioredoxin reductase 1 | recombinant rTrxR1, NADPH fluorescence consumption, selenite substrate | Potency, µM (highest dose often 114 µM), for inactives: at the highest dose activity change, negative = inhibition, usual class: inhibitors | actives 1% (n = 390,000); also: % is scaled to controls: 0 for no effect and ±100 for the full control effect; nearly all actives have a fitted effect of over 65% in size
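Rat TrxR1 (90 nM in the dispensed reagent) was pre-reduced with 400 uM NADPH for 5 min at room temperature, then incubated with compound for 15 min. After 400 uM selenite was added, NADPH fluorescence (Ex 340/Em 450 nm) was followed for 8 min.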
ALOX12 inh – ALOX12 (human) lipoxygenase inhibition. actives 1.1% (n = 580,000). purified 12hLO, xylenol orange hydroperoxide absorbance. Potency, µM (top dose mostly 108 µM), for the others: at the highest dose activity change, negative = inhibition, most hits filed as inhibitors. P18054; also: % is scaled to controls: 0 for no effect and ±100 for the full control effect
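Purified human 12hLO (150 nM final) in 25 mM Hepes, 0.01% Triton X-100, pH 7.0 was preincubated 15 min at room temperature with compound. Then 40 uM arachidonic acid was added, 30 min. Hydroperoxide was read by Fe-XO absorbance ratio 573/405 nm.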
mIDH1 inhibitor – human IDH1 R132H inhibition; O75874; IDH1-R132H enzyme, NADPH consumption, diaphorase/resazurin fluorescence; Potency, µM (doses to about 76.6 µM), without a hit: at the highest dose activity change, negative = inhibition, most hits filed as inhibitors; actives 0.093% (n = 390,000); also: % is scaled to controls: 0 for no effect and ±100 for the full control effect; nearly all actives have a fitted effect of over 65% in size
Target sequence (O75874 whole entry R132H, stated change not applied): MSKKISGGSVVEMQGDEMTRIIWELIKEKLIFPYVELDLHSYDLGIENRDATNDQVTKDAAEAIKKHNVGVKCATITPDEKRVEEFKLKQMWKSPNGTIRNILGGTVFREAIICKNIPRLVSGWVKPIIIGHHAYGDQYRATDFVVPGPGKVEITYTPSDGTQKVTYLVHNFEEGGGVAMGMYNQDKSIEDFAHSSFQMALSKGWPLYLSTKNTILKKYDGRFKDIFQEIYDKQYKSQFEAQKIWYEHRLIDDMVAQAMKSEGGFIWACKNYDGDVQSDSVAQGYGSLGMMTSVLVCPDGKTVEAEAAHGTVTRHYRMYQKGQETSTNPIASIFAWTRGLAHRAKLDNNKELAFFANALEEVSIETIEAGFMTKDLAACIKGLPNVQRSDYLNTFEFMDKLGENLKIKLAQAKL
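IDH1-R132H (0.5 ug/mL) preincubated 30 min with compound, then NADPH (0.016 mM) and alpha-KG (2 mM) added; 80 min at RT, pH 7.5. Remaining NADPH coupled via diaphorase/resazurin to fluorescence (540/590 nm); concentration-response curves normalized to no-enzyme control.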
Vif-APOBEC3G blk – blocks the Vif interaction with human APOBEC3G. actives 0.076% (n = 410,000). HeLa A3G-eYFP + Vif (tagged APOBEC3G with the HIV-1 protein that degrades it), YFP fluorescence, overnight. Potency, µM (series often up to 46.1 µM), for inactives: at the top dose activity, negative = active, usual class: inhibitors;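 also: % is scaled to controls: 0 for no effect and ±100 for the full control effect; nearly all actives have a fitted effect of over 60% in size; hits raise eYFP signal because A3G escapes Vif-driven loss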
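Read-out is eYFP fluorescence (Ex 488/Em 500-530) from Vif-expressing HeLa A3G-eYFP cells; more signal means A3G escaped Vif-mediated degradation. Cells plated overnight, compound pinned in, incubated overnight at 37 deg C.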
RXFP1 ag – RXFP1 (human) receptor agonism; Q9HBX9; HEK293T-RXFP1 cAMP TR-FRET, 30 min; response scale: percent of porcine relaxin response, buffer zero; Potency, µM (top dose mostly 57.5 µM), without a hit: at the top dose activation, most hits filed as activators; actives 0.3% (n = 370,000); AID 2676; also: % is scaled to controls: 0 for no effect and ±100 for the full control effect; nearly all actives have a fitted effect of over 60% in size; many of its hits are not listed in these tables
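HEK293 cells stably expressing RXFP1, treated 30 min at 37C with compounds plus PDE4 inhibitor Ro 20174; cAMP measured by HTRF TR-FRET. Normalized to buffer and 29 nM porcine relaxin; EC50 by Hill fit.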
USP1-UAF1 inh – blocks the human USP1/UAF1 deubiquitinase complex; O94782; recombinant USP1/UAF1, Ub-Rhodamine cleavage fluorescence; Potency, µM (series often up to 57.1 µM), inactives show at the highest dose activity change, negative = inhibition, hits mostly inhibitors; actives 0.23% (n = 390,000); AID 743255; also: % is scaled to controls: 0 for no effect and ±100 for the full control effect; nearly all actives have a fitted effect of over 60% in size; inactives centre near -12
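1 nM enzyme complex + cpd, 15 min RT; start with Ub-Rho 150nM final; kinetic fluorescence ex 480/em 540, 6 reads q60 s. Buffer 50mM HEPES pH 7.8, 0.5mM EDTA, 0.1 mg/ml BSA, 1mM TCEP, 0.01% Tween-20.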
Vif-A3F inh – blocks the Vif interaction with APOBEC3F | actives 0.2% (n = 390,000) | AID 602313 | Potency, µM (doses to about 46.1 µM), without a hit: top-dose activity, negative = active | HeLa A3F-eYFP + Vif (tagged APOBEC3F with the HIV-1 protein that degrades it), YFP fluorescence increase; also: % of control where 0% means no effect; nearly all actives have a fitted effect of over 65% in size
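HeLa cells stably expressing Vif plus C-terminally eYFP-tagged A3F were seeded, incubated overnight at 37 deg C, dosed with compound, incubated overnight again at 37 deg C. Yellow fluorescence (Ex 488/Em 500-530) reported blocked Vif-mediated A3F-eYFP degradation.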
* = called active by the depositor; ? = inconclusive; / = not tested or not shown; & = joins results of further samples; [ ] = remark or other dose. Calls follow the shape of the dose curve; as a rule, active = well fitted curve in the direction sought with a large enough effect; inconclusive = small, poorly fitted or top-dose-only effect, or another doubt; inactive = no such curve, though single readings can be large; an effect the other way counts as inactive or inconclusive. Potency is read from the fitted curve at half-maximal effect. An excerpt, so the mix of outcomes need not match the whole.

SMILES	TrxR1 substrate	RGS4 inh	rTrxR1 inhibitor	ALOX12 inh	mIDH1 inhibitor	Vif-APOBEC3G blk	RXFP1 ag	USP1-UAF1 inh	Vif-A3F inh
O=C(c1cc(-c2cccnc2)nc2ccc(Cl)cc12)N1CCN(S(=O)(=O)c2cccs2)CC1	0.1%	-23.8%	10.8%	?	-13.1%	-11.4%	-3.6%	-22.5%	6.9%
C=CCn1c(C)c(C(C)=O)c(N2CCCC2)nc1=S	8.3%	-26.5%[11.4 µM]	11.4%	-4.3%	8.3%	0.1%	0.9%	-4.8%	-2.5%
O=C(Cc1ccccc1F)Nc1cccc2cccnc12	-8.0%	12.9%	-10.9%	-7.1%	5.1%	0.1%	4.0%	0.8%	7.1%
COC(=O)c1sccc1S(=O)(=O)Nc1ccc(S(N)(=O)=O)cc1	6.2%[57.1 µM]	28.2%	4.9%[57.1 µM]	0.0%	3.2%	0.5%	0.4%	9.6%	14.6%
CCOc1ccc(-n2c(SCC(N)=O)nc3c(oc4ccccc43)c2=O)cc1	5.1%	-15.8%	32.2%	-20.3%	-18.2%	-3.7%	4.7%	-26.0%	0.0%
Cc1ccccc1N1CCN(CCCOc2ccc3c(C)cc(=O)oc3c2)CC1	14.0%	-5.9%	-9.1%	0.7%	9.0%	-0.8%	0.4%	-17.2%	-6.1%
COc1ccc(-c2noc(N3CCC(C(=O)N(C)c4ccccc4)CC3)n2)cc1	-1.7%[57.1 µM]	17.3%	6.4%[57.1 µM]	18.9%	-0.9%	11.9%	3.0%	-7.7%	3.5%
CCCCCNC(=O)c1cn(CC)c2cc(N3CCN(C)CC3)c(F)cc2c1=O	12.5%[57.1 µM]	13.4%	12.2%[57.1 µM]	-13.7%	-1.8%	2.5%	-2.2%	-7.7%	7.1%
O=C(c1ccccc1)c1ccc2nc(-c3ccco3)c(-c3ccco3)nc2c1	4.7%[57.1 µM]	?	2.82µM*	?	7.1%	-1.5%	3.2%	?	-21.2%
Cc1cc(O)c(C(c2ccccc2)N2CCN(c3ccc(F)cc3)CC2)c(=O)n1Cc1ccco1 (stereo not drawn)	-1.7%[57.1 µM]	10.0%	10µM*	?	-5.2%	-3.1%	4.9%	?	-9.4%
O=C(NC1C/C=C\C(c2ccccc2)N(c2ccccc2)C(=O)C1)OCC1c2ccccc2-c2ccccc21 (stereo not drawn)	-11.6%	-44.7%	?	/	-6.0%	-1.4%	/	-11.1%	-5.0%
Cn1nc(-c2ccccc2)c(C(O)c2ccc(Cl)cc2)c1Cl (stereo not drawn)	1.8%	-29.0%	8.2%	-8.6%	2.1%	0.9%	1.2%	-18.2%	1.8%
CCn1c(=O)c(C(=O)NCCNCCO)c(O)c2ccccc21	-5.7%	-20.6%	-10.1%	12.3%	0.6%	0.5%	4.6%	-9.0%	-0.7%
COc1ccc(NC(=O)C(c2ccccc2)N(C)C(=O)/C=C\c2ccc3c(c2)OCO3)cc1 (stereo not drawn)	8.2%[2.29 µM]	-0.8%	28.1%	-23.6%	-10.5%	-11.9%	2.6%	1.3%	0.3%
Cc1nnc(NC(=O)C2CCN(S(=O)(=O)c3ccc(F)c(Cl)c3)CC2)o1	-7.0%	17.3%	-0.8%	10.8%	3.4%	2.0%	-0.7%	0.9%	-20.5%
Cc1cc(/C=N/NC(=O)Cn2c3ccccc3c(=O)c3ccccc32)c(C)n1-c1ccc(Cl)cc1	18.4%[57.1 µM]	-18.6%	8.9%[57.1 µM]	-11.6%	-1.1%	-8.7%	0.6%	-7.1%	5.0%
COc1cc2c(cc1OC)C(c1ccc(C(F)(F)F)cc1)CC(=O)N2 (stereo not drawn)	-15.6%	-12.5%[56.9 µM]	?	0.0%	2.5%	-4.6%	-0.1%	-23.7%	2.1%
O=c1c2ccccc2c(C=Nc2cccc(S(=O)(=O)NC3=NCCCCC3)c2)c(O)n1Cc1ccccc1	7.0%	-42.6%[11.4 µM]	21.8%	-17.2%	-9.2%	-1.1%	-4.1%	-13.7%	1.4%
CCN1CCN(S(=O)(=O)c2ccc(OC)c3ccccc23)CC1	0.6%	-1.0%	3.5%	?	2.7%	11.6%	-0.1%	-11.4%	-19.0%
CC(C)(C)c1cc2cccnc2n1Cc1ccccc1	6.8%[57.1 µM]	7.1%[11.4 µM]	5.7%[57.1 µM]	?	0.0%	0.5%	-0.3%	3.2%	1.2%
Cc1cc(NC(=O)CSc2nc(=O)cc(N)n2-c2ccc(F)cc2)no1	3.0%	-27.4%	8.1%	37.9%[activator]	-2.6%	2.2%	2.2%	-18.9%	6.6%
O=C(CCCCn1c(=O)c2ccccc2n(CC(=O)Nc2cccc(F)c2)c1=O)NCc1ccccc1Cl	0.8%	4.6%	11.5%	-22.4%	1.1%	-1.5%	0.2%	-13.6%	0.2%
O=C(Nc1ccc(NC(=O)c2cc([N+](=O)[O-])ccc2N2CCOCC2)cc1)c1cccs1	-12.7%	10.0%	-9.9%	3.4%	-6.6%	-2.7%	-0.3%	-5.7%	3.1%
O=C1CCC(=O)N1c1ccc(CSc2nnnn2C2CCCCC2)cc1	2.1%	0.7%	3.2%	-8.2%	15.2%	-1.4%	0.7%	-27.7%	-11.0%
Cc1ccc(NC(=O)OCCN2CCN(Cc3ccccc3)CCC2=O)cc1	-4.4%	-7.3%	10.4%[57.1 µM]	-6.0%	1.5%	-0.8%	-0.6%	-9.3%	1.1%
CCc1ccc2oc(C(=O)NCc3ccc(S(N)(=O)=O)cc3)c(C)c2c1	-14.1%	-18.8%	-20.0%	-5.8%	-1.9%	0.1%	17.4%	-3.0%	-3.2%
CCOC(=O)C1=C(C)NC(C)=C(C(=O)OC)C1c1cccc([N+](=O)[O-])c1 (stereo not drawn)	?	4.3%	?	-14.2%	-26.2%	-5.7%	8.2%&3.9%	-16.8%	1.4%
O=C(NCCOc1ccccc1)c1cc(S(=O)(=O)N2CCOCC2)ccc1F	3.0%	2.4%	13.7%	7.2%	3.3%	9.1%	-0.2%	-17.9%	6.6%
CN(C)C(CN=C1NS(=O)(=O)c2ccccc21)c1ccco1 (stereo not drawn)	5.4%	-16.0%	7.7%	29.0%	-10.2%	-19.6%	0.0%	-21.7%	-2.1%
Cc1cc(C(=O)NN=Cc2ccc(-c3ccc(F)cc3)o2)c(C)o1	8.0%	13.4%	12.4%	-5.4%	-0.6%	1.4%	/	-19.6%	11.1%

Reprinted at random: 2 entries already listed
SMILES	TrxR1 substrate	RGS4 inh	rTrxR1 inhibitor	ALOX12 inh	mIDH1 inhibitor	Vif-APOBEC3G blk	RXFP1 ag	USP1-UAF1 inh	Vif-A3F inh
Cc1cc(NC(=O)CSc2nc(=O)cc(N)n2-c2ccc(F)cc2)no1	3.0%	-27.4%	8.1%	37.9%[activator]	-2.6%	2.2%	2.2%	-18.9%	6.6%
CN(C)C(CN=C1NS(=O)(=O)c2ccccc21)c1ccco1 (stereo not drawn)	5.4%	-16.0%	7.7%	29.0%	-10.2%	-19.6%	0.0%	-21.7%	-2.1%

Going on with the list.
SMILES	TrxR1 substrate	RGS4 inh	rTrxR1 inhibitor	ALOX12 inh	mIDH1 inhibitor	Vif-APOBEC3G blk	RXFP1 ag	USP1-UAF1 inh	Vif-A3F inh
Cc1ccc(S(=O)(=O)c2cc(N3CCOCC3)nc(-c3ccccc3)n2)cc1	0.0%	-3.6%	0.0%	4.4%	2.3%	0.2%	1.9%	-12.1%	3.0%
CCCS(=O)(=O)c1nc(S(=O)(=O)c2ccc(C)cc2)c(N2CC(C)OC(C)C2)s1 (stereo not drawn)	-0.2%	8.7%[56.9 µM]	?	-15.2%	8.9%	0.4%	25.0%	-13.1%	0.2%
COc1ccc2c(c1)C=C(CN1CCN(C(C)C)C(CCO)C1)CO2 (stereo not drawn)	-8.9%	-3.9%	-20.0%	-8.6%	-7.4%	-1.0%	0.2%	-9.5%	7.1%
CC(=O)c1sc2c(c1OC(=O)c1ccc(Cl)cc1Cl)c(=O)n(-c1ccccc1)c(=S)n2-c1ccccc1	-9.0%	-13.8%	-2.5%	-24.2%	5.5%	-13.0%	19.7%	-5.3%	-6.5%
CC(C)Nc1nc(-c2ccccc2)nnc1-c1ccccc1	-0.8%	-11.3%	?	0.1%	-0.3%	-4.1%	-0.7%	-25.2%	-0.4%
CC(C)CC(=O)N(Cc1ccccc1)S(=O)(=O)c1ccc2c(c1)oc(=O)n2C	0.1%	-2.0%	10.5%	-4.8%	/	/	-1.6%	-14.2%	/
COc1ccc(NC(=O)c2cc(CC(C)C)nc3ccccc23)cc1	-0.2%	-37.6%	14.6%	-12.1%	11.4%	-0.2%	0.8%	-20.8%	0.7%
COc1ccc(C2c3cc(OC)c(OC)cc3CC(=O)N2c2ccc(C)cc2)cc1 (stereo not drawn)	-1.6%	-1.2%	13.9%	-15.4%	-6.3%	?	0.9%	-3.5%	0.1%
O=C(NCC1CCCO1)C1CCN(C2CCN(C3CCCCCC3)CC2)CC1 (stereo not drawn)	-1.0%	-1.5%	7.4%	1.6%	-0.9%	6.2%	-1.3%	-16.9%	-2.2%
CCCCc1ccc(NC(=O)Cn2c(=O)c(N3CCCCC3)c(N)n(C)c2=O)cc1	10.6%	?	33.4%[11.4 µM]	-15.5%	-2.9%	-0.6%	/	0.2%	12.8%

Bioassay records as filed in PubChem BioAssay.
